Screening results as filed in PubChem.
RXFP1 agonist – agonists of human relaxin receptor RXFP1 | Q9HBX9 | HEK293T-RXFP1 cAMP TR-FRET, 30 min; response scale: percent of porcine relaxin response, buffer zero | Potency, µM (titrated, usually from 57.5 µM), for inactives: at the top dose activation, usual class: activators | 370,000 compounds, 0.3% hits; active = well fitted activation curve with a large enough effect; also: potency is read from the fitted curve at half-maximal effect; % is scaled to controls: 0 for no effect and ±100 for the full control effect; nearly all actives have a fitted effect of over 60% in size; many of its hits are not listed in these tables
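cAMP rise read by TR-FRET after 30 min, 37C compound exposure (up to 58 uM) in RXFP1-transfected HEK293 cells with Ro 20174 present. EC50 from Hill-equation fits, with 29 nM porcine relaxin as 100% and buffer as basal.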
D2 PAM – positive allosteric modulators of human D2 dopamine receptor | P14416 | 340,000 compounds, 0.34% hits | HEK293 T-REx D2, calcium flux, EC20 dopamine potentiation | AID 485347 | potentiation, % at 10 µM;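 active = potentiation over 3 SD above the plate norm, cut at about 30% in these data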; also: 0% is about no effect
Target sequence (P14416 whole entry, looked up): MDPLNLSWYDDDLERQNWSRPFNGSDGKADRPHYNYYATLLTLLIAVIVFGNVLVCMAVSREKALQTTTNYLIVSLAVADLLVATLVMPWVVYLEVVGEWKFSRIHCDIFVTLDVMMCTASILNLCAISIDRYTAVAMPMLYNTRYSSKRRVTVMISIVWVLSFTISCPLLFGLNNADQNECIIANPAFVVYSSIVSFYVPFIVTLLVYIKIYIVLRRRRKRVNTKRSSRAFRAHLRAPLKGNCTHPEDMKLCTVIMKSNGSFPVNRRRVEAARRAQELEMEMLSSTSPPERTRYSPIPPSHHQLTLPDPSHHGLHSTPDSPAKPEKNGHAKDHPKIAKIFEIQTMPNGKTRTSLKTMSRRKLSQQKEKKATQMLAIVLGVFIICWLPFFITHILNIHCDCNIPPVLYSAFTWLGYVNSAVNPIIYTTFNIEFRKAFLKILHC
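Potentiation of an EC20 dopamine calcium response measured kinetically over 180 s, after a preceding 180 s compound-only read flagging agonists. Cells: inducible Hek293 Trex D2 line, 4000/well, cultured overnight at 30 C before dye loading.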
D1 potentiator – potentiators of human D1 dopamine receptor; P21728; HEK293 TREx D1 cells, calcium flux, dopamine EC20 potentiation; potentiation, % at 10 µM; AID 504651; 360,000 compounds, 0.036% hits; in the data active = potentiation above about 30%; also: 0% is about no effect
D2 antagonist – antagonists of human D2 dopamine receptor | 340,000 compounds, 2% hits | HEK293 TREx D2 cells, calcium flux, dopamine EC80 | inhibition, % at 10 µM; in the data active = inhibition above about 30%; also: 0% is about no effect
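Inhibition of EC80 dopamine-driven calcium flux, recorded kinetically, defines activity here; cells are a tetracycline-induced HEK293 T-REx line expressing force-coupled D2.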
D1 antagonist – human D1 dopamine receptor antagonism. P21728. HEK293 TREx D1 cells, calcium flux, dopamine EC80; stronger effect = lower value. activity change, negative = inhibition, % at 10 µM. 360,000 compounds, 3.2% hits; in the data active = activity change below about -30%; also: % is scaled to controls: 0 for no effect and ±100 for the full control effect
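Allosteric or orthosteric antagonism assessed as attenuation of the calcium response to EC80 dopamine, added 180 s after compound, in induced HEK293 Trex D1 cells loaded with no-wash calcium dye.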
TRHR enhancer – allosterically enhances the human TRH receptor; TRHR cells, fluo-8 calcium fluorescence, EC20 TRH enhancement; 360,000 compounds, 0.66% hits; enhancement, % at 2 µM; in the data active = enhancement above about 30%; also: 0% is about no effect
Target sequence (P34981 whole entry, looked up): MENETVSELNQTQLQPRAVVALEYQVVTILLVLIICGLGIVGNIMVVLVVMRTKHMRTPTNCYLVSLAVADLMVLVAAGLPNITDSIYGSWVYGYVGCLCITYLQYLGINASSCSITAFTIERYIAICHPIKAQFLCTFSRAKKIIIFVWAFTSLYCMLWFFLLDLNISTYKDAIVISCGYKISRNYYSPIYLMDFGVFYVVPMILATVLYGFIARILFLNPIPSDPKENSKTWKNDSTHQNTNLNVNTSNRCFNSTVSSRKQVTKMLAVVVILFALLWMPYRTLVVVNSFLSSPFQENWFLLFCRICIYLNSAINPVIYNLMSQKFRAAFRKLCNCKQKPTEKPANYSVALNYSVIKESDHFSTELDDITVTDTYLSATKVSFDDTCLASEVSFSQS
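Enhancer read-out: after compound pinning and an initial kinetic agonist-mode read, an EC20 of TRH (10 nM final) was injected and fluo-8 calcium signal (Ex 480/Em 530) followed at 1 s/cycle for 100 cycles in TRHR-expressing cells.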
D1 agonist – agonists of human D1 dopamine receptor; P21728; 360,000 compounds, 1% hits; activation, % at 2 µM; HEK293 T-REx D1 cells, calcium flux, agonist mode; AID 504660; in the data active = activation above about 30%; also: 0% is about no effect
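Tetracycline-induced HEK293 TREx D1 cells, force-coupled to calcium signalling, were dye-loaded with a no-wash calcium kit. Compound was pin-added after a 10 s baseline. Fluorescence was read kinetically at 1 cycle/s for 180 s, with calcium rises flagged as agonism.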
RXFP1 antagonist – blocks the human relaxin receptor RXFP1; activity change, negative = inhibition, % at 57.5 µM; AID 1259400; 350,000 compounds, 0.59% hits; Q9HBX9; HEK293-RXFP1, relaxin-stimulated cAMP HTRF, 30 min; stronger effect = lower value;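 active = activity change of -60% or lower, but not beyond a set lower limit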; also: % is scaled to controls: 0 for no effect and ±100 for the full control effect
D2 agonist – agonists of human D2 dopamine receptor; HEK293 T-REx D2 cells, calcium flux agonist mode; activation, % at 2 µM; 340,000 compounds, 0.53% hits;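 active = activation over 3 SD above normal in the single-dose calcium agonist read, cut at about 30% in these data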; also: 0% is about no effect
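Agonism is scored from calcium flux in a force-coupled, inducible HEK293 cell line expressing D2, read kinetically for 180 s after compound addition against dopamine controls.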
Active calls of the source: *; · = no result given; & = joins results of further samples; ! = not active in a repeat. A portion of the library. The share of hits here may be higher or lower than overall.

Below each SMILES – D1 potentiator	D1 agonist	D1 antagonist	D2 agonist	D2 PAM	TRHR enhancer	RXFP1 antagonist	D2 antagonist	RXFP1 agonist
- O=C(NCc1ccccn1)C1CCN(S(=O)(=O)c2ccc(Br)cc2)CC1
→ 6	2	-16	0.6	16	-3	0	14	-1.3%
- O=C(COc1ccc(S(=O)(=O)N2CCCC2)cc1[N+](=O)[O-])N1CCCC1
→ -7	2	7	·	·	1	-12	·	-2.6%
- CC1CN(C(=S)NC(=O)C2CCCCC2)CC(C)O1 (stereo not drawn)
→ -8	0	5	1.6	0	2	10	2	2.2%
- N#CC(c1cccc(Cl)c1)c1ccc2c(C(F)(F)F)cc(C(F)(F)F)nc2n1 (stereo not drawn)
→ -7	2	-27	0.4	-14	-9	-25	23	0.1%
- CC1(C)CC1C(=O)Nc1ccc([N+](=O)[O-])cc1Br (stereo not drawn)
→ 4	1	10	-0.9	8	-6	2	0	2.0%
- O=C(CCn1ccc([N+](=O)[O-])n1)NC1CCCCCC1
→ -1	2	-3	-0.7	2	0	8	-11	2.2%
- CCN(CCCNC(=O)c1cc2cc3ccc(OC)cc3nc2s1)c1ccccc1
→ -5	-2	-21	0.1	18	2	-4	·	8.6%
- Cc1ccnc(NS(=O)(=O)c2ccc(NC(=O)Cc3ccc(F)cc3)cc2)n1
→ 3	1	-4	1.0	7	8	7	7	-0.3%
- Nc1ccc(C(=O)N2N=C(c3ccc(F)cc3)CC2(O)C(F)(F)F)cc1 (stereo not drawn)
→ -1	0	0	0.9	1	8	5	18	-0.1%
- CC1Oc2ccccc2N(CC(=O)c2cccc(Cl)c2)C1=O (stereo not drawn)
→ 7	3	10	0.6	-3	-2	·	12	-1.6%
- Cc1c(C(=O)N(CCc2ccccc2)Cc2ccccc2)cccc1[N+](=O)[O-]
→ 9	1	5	1.4	-11	-2	6	-12	1.8%
- C#CCOCCOCCOCCNc1nc(N2CCN(C(=O)[C@H](Cc3cc4ccccc4[nH]3)n3cc([C@@H](N)C(C)CC)nn3)CC2)nc(N2CCN(C(=O)[C@H](Cc3cc4ccccc4[nH]3)n3cc([C@@H](N)Cc4ccc(O)cc4)nn3)CC2)n1 (stereo partly drawn)
→ -3	-3	16	-0.4	-2	21	·	0	3.3%
- CCN1C(=NCCOC)N[C@@H](CCc2ccccc2)[C@H](C(=O)OC)[C@H]1C
→ 2&7	3&1	9&18	0.1	9	-7&-4	·	7	1.6%&-0.4%
- Cn1c(Cl)c(/C=N/OC(=O)C(C)(C)C)c2ccccc21
→ 1	-1	0	2.2	5	0	7	-6	1.0%
- COc1ccc(CCNC(=S)N2CCN(S(=O)(=O)c3ccc(F)cc3)CC2)cc1
→ -6	22	-5	-0.6	1	-3	-14	5	0.1%
- COc1ccc(CN2C(=O)[C@@H]3C(c4ccc(F)cc4)=NO[C@@H]3C2=O)cc1
→ -9	5	-37*	0.4	-9	-2	1	-14	-0.4%
- COc1ccc(-c2cc(C(=O)NN)[nH]n2)cc1
→ -3	0	2	0.5	-12	-3	-2	7	-1.2%
- COc1ccccc1C(=O)N/C(=C/c1ccccc1)C(=O)NC(CCSC)C(=O)O (stereo not drawn)
→ 4	2	2	-0.2	-14	-3	-6	-1	4.8%
- CCN(CC)CCNC(=O)C(=O)Nc1cc2c3c(c1)CCC(=O)N3CCC2
→ -8	3	-5	-0.6	1	2	-16	1	-1.1%
- COC(=O)c1cc(NS(=O)(=O)c2ccc(NC(C)=O)cc2)ccc1Cl
→ 0	1	-10	0.3	-9	-3	-15	15	-7.6%
- Cc1cccc(C)c1NC(=O)C1CCN(S(=O)(=O)c2cccc3nsnc23)CC1
→ 6	-1	-4	0.1	5	0	·	·	4.1%
- CCC(c1nnnn1CCOC)N(Cc1cc2c(C)cc(C)cc2[nH]c1=O)CC1CCCO1 (stereo not drawn)
→ -1	0	15	-0.2	-3	2	27	-7	4.4%
- OC(c1ccccc1)(c1ccccc1)C1CCN(C(=S)NCCc2ccccc2)CC1
→ 1	9	11	-0.9	-4	19	-18	-5	3.2%
- COc1ccccc1CNC(=O)C(=O)NCC1OCCN1S(=O)(=O)c1ccc(Br)cc1 (stereo not drawn)
→ -3	9	-27	1.3	14	-3	4	7	-1.8%
- Cn1c2c(c(=O)n3ncnc13)CCCC2
→ -5	2	11	0.2	-4	-2	-10	10	22µM*
- O=S(=O)(NCCCN1CCN(c2ccccc2F)CC1)c1cccc2cccnc12
→ -10	3	-73*	·	·	11	·	·	0.3%
- CCc1cc2c(=O)c(-c3nc4ccccc4n3C)c(C)oc2c(CN2CCCCC2)c1O
→ 3	1	2	1.0	2	-1	5	3	-2.1%
- O=C(Nc1ncccc1Cl)c1cc2ccccc2o1
→ -5	1	-20	0.1	-16	4	2	-17	0.7%
- Cc1nc2ccc(NC(=S)N3CCC(C)CC3)cc2nc1C
→ -6	2	-6	-1.0	0	-3	-2	19	8.8%
- O=C(N/N=C/c1ccccc1OC(F)F)NC1CCCCC1
→ -3	8	-1	-0.9	-2	4	-9	-16	-0.5%

3 entries already listed, arranged by the number in D1 agonist, ascending:
| Structure | D1 potentiator | D1 agonist | D1 antagonist | D2 PAM | TRHR enhancer | RXFP1 antagonist | D2 antagonist | RXFP1 agonist |
| --- | --- | --- | --- | --- | --- | --- | --- | --- |
| Cn1c(Cl)c(/C=N/OC(=O)C(C)(C)C)c2ccccc21 | 1 | -1 | 0 | 5 | 0 | 7 | -6 | 1.0% |
| Cn1c2c(c(=O)n3ncnc13)CCCC2 | -5 | 2 | 11 | -4 | -2 | -10 | 10 | 22µM* |
| COc1ccccc1CNC(=O)C(=O)NCC1OCCN1S(=O)(=O)c1ccc(Br)cc1 (stereo not drawn) | -3 | 9 | -27 | 14 | -3 | 4 | 7 | -1.8% |

Single entries from the results shown.
Entry of CCN1C(=NCCOC)N[C@@H](CCc2ccccc2)[C@H](C(=O)OC)[C@H]1C in D1 agonist: 3&1
Entry of Cn1c2c(c(=O)n3ncnc13)CCCC2 in D1 potentiator: -5
Entry of O=C(COc1ccc(S(=O)(=O)N2CCCC2)cc1[N+](=O)[O-])N1CCCC1 in D1 antagonist: 7
Entry of Nc1ccc(C(=O)N2N=C(c3ccc(F)cc3)CC2(O)C(F)(F)F)cc1 (stereo not drawn) in D2 antagonist: 18

(listing goes on)
Below each SMILES – D1 potentiator	D1 agonist	D1 antagonist	D2 agonist	D2 PAM	TRHR enhancer	RXFP1 antagonist	D2 antagonist	RXFP1 agonist
- CCOc1ccccc1NS(=O)(=O)c1ccc(-c2cnc(C3CC3)o2)cc1
→ -2&0	18&15	-38*!	1.3&0.1	-8&6	-5&8	1&-4	15	0.9%&-2.1%
- Cc1cc([N+](=O)[O-])ccc1N(C)C
→ 0	0	4	·	·	1	6	·	3.3%
- COc1cc2c(cc1OC)CN(c1ccc(-c3ccccc3OC)nn1)CC2
→ -1	0	-26	-0.8	12	-2	-21	-6	3.7%
- CCOc1c(Br)cc(CNCc2cccs2)cc1OC
→ -6	2	3	-0.7	-17	4	-11	-8	0.0%
- CCOC(=O)/C=C1\SC(C)C(=O)N1CC(=O)N(CCC#N)c1ccccc1 (stereo not drawn)
→ 10	5	-2	1.9	-4	4	4	0	1.7%
- O=C(NCC(=O)N(c1cccnc1)C(C(=O)NCc1ccco1)c1ccccc1)c1ccco1 (stereo not drawn)
→ 0	0	8	0.3	-5	-3	-14	-11	1.5%
- NNC(=O)c1ccc(COCC(F)(F)F)cc1
→ 4	1	-12	0.4	1	12	-15	53*	-4.8%
- O=C(CSc1nnc(COc2ccccc2Cl)o1)NC(=O)NC1CCCC1
→ 4	3	16	-0.7	12	5	-9	-4	1.8%
- Cc1cc(C)cc(N(C(=O)c2csnn2)C(C(=O)NC2CCCCC2)c2ccccn2)c1 (stereo not drawn)
→ -2	6	-1	2.3	-10	1	-8	-19	-0.1%
- NC(=O)c1ccc(/C(N)=N/S(=O)(=O)c2cc(C(F)(F)F)cc(C(F)(F)F)c2)cc1
→ 0	2	4	0.2	0	4	-11	-4	-0.2%
- Cc1nc2ccc(S(=O)(=O)NCC(=O)Nc3ccc(F)cc3)cc2s1
→ -2	0	10	0.1	-5	-3	19	10	-0.1%
- CCNC(=S)Nc1ccc(Cl)c([N+](=O)[O-])c1
→ -7	20	-39*	3.6	2	1	-17	27	0.0%
- Cc1cccc(Oc2ncnc3onc(C)c23)c1C
→ 7	0	3	0.3	16	3	2	-7	-1.1%
- NC(=O)CN1C(=O)C(=O)N(Cc2ccccc2)C1=O
→ 2	11	8	-0.3	-1	10	3	4	4.1%
- COc1ccc(Cn2c(CCC(=O)Nc3ccc(C)cc3C)nc3cccnc32)cc1
→ 0	2	-14	-1.3	0	-6	-14	·	-3.2%
- CCN1CCN(c2nc3ccccc3nc2C(C#N)C(=O)OC2CCCCC2)CC1 (stereo not drawn)
→ -6&-2	1&7	8&-8	0.0	9	16&4	5	-10	1.1%&0.1%
- c1ccc2c(CCNc3ncnc4nc[nH]c34)c[nH]c2c1
→ 0	3	-24	4.3	-2	-1	·	6	0.3%
- O=C(CN1CCN(Cc2ccccc2Cl)C1=O)N1CCCCCC1
→ -2	1	5	-0.8	-4	-1	-2	8	1.4%
- CCOc1ccc(N=Nc2ccc(O)c3ncccc23)cc1
→ 10	10	2	0.9	1	3	-1	-3	-0.5%
- O=C(NCc1ccco1)c1cccc(NC(=O)c2ccccc2)c1
→ -5	1	1	0.5	-6	-3	-13	6	1.3%
- CC(C)(C)c1ccc(S(=O)(=O)N2CCN(CC(O)COCC3CCCO3)CC2)cc1 (stereo not drawn)
→ -4	1	-2	0.8	-6	0	-8	7	0.5%
- CC(C)n1c(-c2ccccc2F)n[nH]c1=S
→ -2	3	-6	0.3	3	-9	-32	3	9.3%
- Clc1ccc(CSc2nnc3c(n2)[nH]c2ccccc23)cc1
→ 3	1	5	0.7	-10	-22	6	3	4.8%
- CC1(C)Oc2ccc3ccc(=O)oc3c2C[C@H]1O
→ 2	3	1	0.3	-1	4	·	-4	4.7%
